Compound activity as filed in PubChem BioAssay.
JMJD2A Tudor inh = inhibitors of human JMJD2A Tudor domain; O75164; AlphaScreen JMJD2A-Tudor / H3K4me3 peptide binding; Potency, µM (top dose mostly 114 µM), without a hit: at the highest dose activity change, negative = inhibition, hits mostly inhibitors; hit rate 4.4% among 390,000; AID 504339; also: % is scaled to controls: 0 for no effect and ±100 for the full control effect; nearly all actives have a fitted effect of over 50% in size
Pol iota inh = DNA polymerase iota (human) inhibition | Q9UNA4 | Pol iota fluorescent replication assay, 10 min | Potency, µM (top dose mostly 115 µM), for the others: at the top dose activity, negative = inhibition, usual class: inhibitors | hit rate 1% among 390,000
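Pol iota at 10 nM preincubated 15 min with compounds at room temperature; reaction started with fluorescent substrate, 50 nM final. Fluorescence read kinetically at 0 and 10 min; buffer-only wells as negative control.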
HP1b chromo inh = blocks HP1-beta chromodomain binding to methylated histone tails | P83916 | hit rate 0.56% among 390,000 | Potency, µM (top dose mostly 114 µM), inactives show at the top dose activity change, negative = inhibition, hits mostly inhibitors | AlphaScreen HP1-beta / biotin-H3K9me3 peptide binding; also: nearly all actives have a fitted effect of over 70% in size; inactives centre near 23
Target sequence (P83916 whole entry, looked up): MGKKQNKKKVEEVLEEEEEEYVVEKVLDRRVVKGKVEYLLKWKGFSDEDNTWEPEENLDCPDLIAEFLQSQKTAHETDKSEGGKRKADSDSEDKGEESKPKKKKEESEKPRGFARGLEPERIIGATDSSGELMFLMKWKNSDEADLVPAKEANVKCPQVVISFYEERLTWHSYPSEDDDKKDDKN
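HP1-beta protein (50 nM final) preincubated 30 min at room temperature with biotinylated H3(1-18)K9me3 peptide (50 nM) in PBS pH 7.4, 0.01% Tween-20, then compound added for 30 min. AlphaScreen streptavidin donor/nickel chelate acceptor beads (10 ug/mL final), 30 min dark, luminescence read.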
GLS inh = glutaminase GLS (human) inhibition. GLS enzymatic activity, qHTS titration. Potency, µM (doses to about 45.5 µM), inactives show at the highest dose activity change, negative = inhibition, usual class: inhibitors. hit rate 0.21% among 410,000. AID 624170; also: % is scaled to controls: 0 for no effect and ±100 for the full control effect
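hKGA in 45 mM KH2PO4 pH 8.2, 0.02% Tween-20 with pin-transferred compounds; 1 mM L-glutamine (stock) plus glutamate oxidase/HRP/Amplex Red coupling added. Fluorescence read initially and after 30 min at RT.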
BLM inh = blocks DNA unwinding by human BLM helicase; P54132; recombinant BLM DNA unwinding, fluorescence dequenching; Potency, µM (series often up to 56.1 µM), for inactives: at the highest dose activity change, negative = inhibition, hits mostly inhibitors; hit rate 0.2% among 350,000; AID 2528;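 also: plate controls were vehicle for no effect and no enzyme for full effect; nearly all actives have a fitted effect of over 35% in size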
PGK inhibitor = inhibitors of T. brucei phosphoglycerate kinase. P07378. PGK/GAPDH coupled, Kinase-Glo luminescence, 60 min. Potency, µM (highest dose often 57.5 µM), for inactives: at the top dose activity change, negative = inhibition, usual class: inhibitors. hit rate 0.043% among 380,000. AID 602233; also: % is scaled to controls: 0 for no effect and ±100 for the full control effect; nearly all actives have a fitted effect of over 60% in size
Target sequence (P07378 whole entry, looked up): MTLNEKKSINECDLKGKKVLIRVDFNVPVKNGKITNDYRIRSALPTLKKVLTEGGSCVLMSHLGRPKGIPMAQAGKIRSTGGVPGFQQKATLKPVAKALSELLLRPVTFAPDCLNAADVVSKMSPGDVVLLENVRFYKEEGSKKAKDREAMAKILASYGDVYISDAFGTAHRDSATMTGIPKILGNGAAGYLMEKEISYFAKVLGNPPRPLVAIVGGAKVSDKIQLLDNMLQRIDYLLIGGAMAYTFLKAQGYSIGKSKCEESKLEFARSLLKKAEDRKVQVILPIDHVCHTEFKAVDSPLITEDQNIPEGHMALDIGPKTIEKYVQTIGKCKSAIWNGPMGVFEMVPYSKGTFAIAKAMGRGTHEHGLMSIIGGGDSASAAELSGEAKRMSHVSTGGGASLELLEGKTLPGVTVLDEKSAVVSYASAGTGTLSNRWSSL
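Luminescent ATP detection (Kinase-Glo Plus) follows a 60-minute room-temperature incubation, with wells lacking PGK as controls. Buffer: 100 mM TEA (pH 7.6), 5 mM MgCl2, 0.01% Tween-20. Coupling enzyme GAPDH (100 nM final) supplies unstable 1,3-BPG in-well.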
Pin1 inh = blocks the human prolyl isomerase Pin1; Potency, µM (titrated, usually from 115 µM), for the others: at the highest dose activity, negative = inhibition, actives largely listed as inhibitors; hit rate 0.009% among 390,000; Pin1 FP peptide displacement, HiFluor488, 10 min; Q13526; AID 504891; active = well fitted inhibition curve with a large enough effect in the polarisation, with a control signal flat, not every such curve was filed as active; inconclusive = small, poorly fitted or top-dose-only effect, or effect the other way, or a change in a side signal; inactive = no such curve, though single readings can be large or run the other way; the % refers to the polarisation; also: % is scaled to controls: 0 for no effect and ±100 for the full control effect
BAZ2B inh = BAZ2B (human) inhibition | Potency, µM (highest dose often 114 µM), for the others: top-dose activity change, negative = inhibition, hits mostly inhibitors | AlphaScreen BAZ2B-H3K14Ac peptide displacement | Q9UIF8 | hit rate 4.4% among 360,000; also: % is scaled to controls: 0 for no effect and ±100 for the full control effect; nearly all actives have a fitted effect of over 60% in size
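BAZ2B 50 nM plus b-H3(5-23)K14Ac 50 nM, PBS pH 7.4/0.01% Tween-20, 30 min RT; compound added (max 110 uM), 30 min RT; streptavidin donor/Ni-chelate acceptor beads 10 ug/mL final, 20 min dark; AlphaScreen read.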
G9a inh = blocks human histone lysine methyltransferase G9a | Q96KQ7 | G9a H3K9 monomethylation, AlphaScreen, 2 h | Potency, µM (series often up to 102 µM), without a hit: at the highest dose activity, negative = inhibition, most hits filed as inhibitors | hit rate 8.8% among 350,000; also: % is scaled to controls: 0 for no effect and ±100 for the full control effect; nearly all actives have a fitted effect of over 75% in size
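AlphaScreen detection with an anti-monomethyl H3K9 antibody quantified product after a 2 h room-temperature reaction containing 500 nM biotinylated H3K9 peptide, 20 µM SAM and 20 nM enzyme, which had been preincubated 15 min with compound.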
Numbers without * were called inactive; i = inactive; ? = inconclusive; nt = no result given; [ ] = remark or other dose. Unless noted, calls follow the shape of the dose curve; as a rule, active = well fitted curve in the direction sought with a large enough effect; inconclusive = small, poorly fitted or top-dose-only effect, or another doubt; inactive = no such curve, though single readings can be large; an effect the other way counts as inactive or inconclusive. Potency is read from the fitted curve at half-maximal effect.

SMILES	JMJD2A Tudor inh	Pol iota inh	HP1b chromo inh	GLS inh	BLM inh	PGK inhibitor	Pin1 inh	BAZ2B inh	G9a inh
Cc1nc2c3cnn(-c4ccccc4)c3ncn2n1	-10%	-1%	47%[activator]	-2%	-7%	i	0%	-1%	0%[12.7 µM]
Cc1ccc(N2CCN(C(=O)c3cn(C)c4ccc(S(=O)(=O)N5CCCC5)cc4c3=O)CC2C)cc1 (configuration not stated)	?	15%	7%	8%	2%	4%	-7%	nt	-5%[59 µM]
Cc1cccc(NC(=S)N(CCCN(C)C)Cc2cc3cc4c(cc3[nH]c2=O)OCO4)c1	-31%	82%[activator]	0%	-7%	9%	-15%	0%	-18%	-9%
O=C(c1cccc(S(=O)(=O)N2CCOCC2)c1)N1CCC(Cc2ccccc2)CC1	-16%	-9%	29%	0%	nt	3%	-2%	8%	3%[12.7 µM]
O=C(CCS(=O)(=O)c1ccc(Br)cc1)Nc1ccc(Br)cc1F	-35%[57.1 µM]	?	-25%	-2%	-8%	-12%	-3%	50µM*	?
O=C(Nc1ccccc1N1CCOCC1)C1CCCO1 (configuration not stated)	1%	4%	26%	12%	nt	1%	-2%	nt	nt
CCOC(=O)c1ccc(NC(=O)CCCn2nc(C)c3sc4ccccc4c3c2=O)cc1	-10%	10%	60%[activator]	-5%	-10%	2%	0%	-34%	-10%[59 µM]
COCCNC(=O)c1cc(-c2ccccc2C)n(CC2CC(c3cccc([N+](=O)[O-])c3)=NO2)n1 (configuration not stated)	-36%	3%	15%	-3%	nt	-3%	-21%	nt	nt
CCCn1c2ccccc2c2cnn(CC(=O)N(CC)c3cc(C)ccc3C)c(=O)c21	-20%	-27%	3%	-4%	-4%	0%	14%	?	-24%[59 µM]
CCOCC(=O)Nc1ccc(S(=O)(=O)NCCc2ccccc2)cc1	-18%	0%	13%	3%	-4%	-7%	0%	-1%	-3%[59 µM]
CCOc1ccc(NC2=NC(C(=O)NCc3ccccc3)CC(=O)N2)cc1 (configuration not stated)	-8%	12%	36%	2%	-2%	6%	-1%	-4%	12%[59 µM]
CCOc1ccc(CCNC(=O)COC(=O)c2nn(C)c(=O)c3ccccc23)cc1OCC	7%	-12%	29%	-4%	nt	-6%	4%	2%	-34%[0.501 µM]
COc1ccc(N/C(=N/c2nc(C)cc(C)n2)NC(=O)c2ccccc2)cc1	-18%	41%[activator]	-17%	-9%	1%	0%	1%	-23%	35%[12.7 µM]
O=C(Nc1ccc(Cl)cc1)C(Cl)C(=O)c1ccccc1 (configuration not stated)	-14%	?	2%	3%	-8%	0%	-19%	-6%	11µM*
CCOc1cc(C)nc(N2CCN(C3CCCCC3)CC2)n1	-14%	8%	45%[activator]	40%[activator]	-6%	8%[11.5 µM]	2%	-8%	-2%[12.7 µM]
Cc1ccc(/C(O)=C2\C(=O)C(=O)N(c3cc(C)on3)C2c2cccc(Cl)c2)cc1 (configuration not stated)	-16%	1%	30%	12%	-4%	-3%	?	-5%	45µM*
COCCCNC(=O)c1ccc(CS(=O)(=O)c2cccc(C(F)(F)F)c2)o1	-5%	21%	37%	-6%	-3%	-11%	-9%	-13%	1%
O=C(CSc1ncn(-c2ccccc2)n1)Nc1nncs1	-1%	-26%	36%[activator]	17%	1%	nt	0%	-9%	?
O=C(COC(=O)c1ccccc1Cl)NC(=O)NCc1ccccc1	-3%	153%[activator]	18%	-4%	-17%	-10%	-2%	29%	-3%[59 µM]
CCOc1ccc(CNC(=O)Cn2nc(C)n3cccc3c2=O)cc1	-12%	8%	81%[activator]	-7%	-6%	-3%	-2%	-15%	-32%[59 µM]
O=C(COC(=O)c1ccc2c(=O)n3c(nc2c1)CCC3)Nc1ccc(OC(F)F)cc1	-7%	10%	17%	4%	-7%	-9%	6%	-9%	-2%
O=C(COC(=O)CCC(=O)c1ccc(F)cc1)Nc1ccc(F)cc1F	-7%	92%[activator]	4%	11%	7%	7%	-5%	2%	1%
Cc1ccc(-n2c(SCC(=O)NCC3CCCO3)nnc2-c2ccoc2C)cc1 (configuration not stated)	-21%	-6%	68%[activator]	-1%	3%	-6%	?	1%	?
COc1cccc(-n2nc(C#N)c(Cl)cc2=O)c1	-27%	?	75%[activator]	-6%	-5%	-6%	-7%	-23%	50µM*

A portion of the library; count on the stated rates, not on these rows.
